All columns: NCI-60 one-dose screen, growth in % after 48 h at 10 µM unless noted; 100 = growth as untreated, 0 = no growth, -100 = all killed.
SW-620: SW-620 colon cancer | actives 5.2% (n = 82,000)
COLO 205: COLO 205 colon cancer; actives 7.3% (n = 79,000); AID 1794742
HCT-15: HCT-15 colon cancer; actives 5.2% (n = 82,000); AID 1794746
HCT-116: HCT-116 colon cancer. actives 7.3% (n = 82,000). AID 1794798
SNB-19: SNB-19 CNS cancer cells. AID 1794751. actives 2.5% (n = 81,000)
KM12: KM12 colon cancer cells; actives 5% (n = 82,000); AID 1794800
SNB-75: SNB-75 CNS cancer; actives 5% (n = 79,000); AID 1794750
HT29: HT29 colon cancer. actives 7.4% (n = 81,000). AID 1794748
HCC-2998: HCC-2998 colon cancer | actives 4.7% (n = 79,000) | AID 1794799
Numbers without * were called inactive; nt = not tested or not shown. The calls were made as follows: active = growth percent below 10; inactive = the rest.

1	O=C1CCc2ccccc2C1
2	c1ccc(-c2cn3nc(-c4c[nH]c5ccccc45)sc3n2)cc1
3	O=S(=O)(NCCNc1cc(-c2c(-c3cccc(O)c3)nc3sccn23)ccn1)c1ccc(C(F)(F)F)cc1
4	Oc1ccccc1O
5	CCC(C)NCC(O)(c1ccc(Cl)cc1)c1ccc(Cl)cc1 (centres undefined)
6	COc1cc(C(=O)O)c(O)c(C(C)(C)C)c1
Screen / compound no.,1,2,3,4,5,6
SW-620,113,73,47,95,101,106
COLO 205,117,87,43,94,106,107
HCT-15,112,56,25,96,93,108
HCT-116,93,84,27,88,88,101
SNB-19,nt,88,55,80,103,99
KM12,116,58,27,87,89,104
SNB-75,76,54,38,89,154,97
HT29,100,86,33,92,91,109
HCC-2998,104,90,71,nt,121,97

7	CCOC(=O)CC(C#N)C(=O)OCC (centres undefined)
8	COc1cc(/C=C2\CN(S(=O)(=O)c3ccc(C)cc3)C/C(=C\c3cc(CN4CCCC4)c(O)c(OC)c3)C2=O)cc(CN2CCCC2)c1O
9	COc1cccc(C2N(c3cccc(Cl)c3)C(=O)N3CCCN23)c1 (centres undefined)
10	COc1ccc2[nH]c(O)c(N=NC(=O)COc3ccc(NC(=O)Nc4ccc(Cl)c(Cl)c4)cc3)c2c1
11	CCOC(=O)C1(NC(=O)C(CO)NC(C)=O)CCCC1 (centres undefined)
12	CCOc1ccc(C(=N)N2CCN(C)CC2)c2ccccc12
Screen / compound no.,7,8,9,10,11,12
SW-620,106,-68*,104,3.3*,110,105
COLO 205,106,-49*,115,-49*,130,96
HCT-15,102,-2.3*,106,56,103,102
HCT-116,99,-92*,104,-42*,88,89
SNB-19,106,16,97,7.2*,113,112
KM12,111,-64*,100,-31*,118,101
SNB-75,99,34,99,-37*,84,83
HT29,98,-61*,107,-88*,102,87
HCC-2998,103,-90*,101,-67*,96,103

Entries 4 through 6 from above:
4	Oc1ccccc1O
5	CCC(C)NCC(O)(c1ccc(Cl)cc1)c1ccc(Cl)cc1 (centres undefined)
6	COc1cc(C(=O)O)c(O)c(C(C)(C)C)c1
Screen / compound no.,4,5,6
SW-620,95,101,106
COLO 205,94,106,107
HCT-15,96,93,108
HCT-116,88,88,101
SNB-19,80,103,99
KM12,87,89,104
SNB-75,89,154,97
HT29,92,91,109
HCC-2998,nt,121,97

Following part
13	COc1ccc(-c2nnc(SCC(=O)c3ccc(Cl)cc3)o2)cc1
14	CCCC(C)c1cc(Cc2cc(Cl)cc(Cl)c2O)c(O)c(Cc2cc(Cl)cc(Cl)c2O)c1 (centres undefined)
15	CC1SC(c2cccc(O)c2)N(NC(=O)CCC(=O)c2nc3ncccc3[nH]2)C1=O (centres undefined)
16	O=C(NO)c1ccc2nc(CN(CCO)c3ccccc3)[nH]c2c1
17	CCCCc1nc2c(N)nc3ccccc3c2n1Cc1ccc(CNC(=O)OC(C)(C)C)cc1
18	COc1cc(C)ccc1Oc1nc(Nc2ccc(N3CCOCC3)cc2)ncc1NCc1ccc(OC(F)(F)F)cc1
Screen / compound no.,13,14,15,16,17,18
SW-620,107,13,94,89,77,94
COLO 205,112,24,103,106,48,90
HCT-15,104,6.2*,91,97,50,94
HCT-116,107,4.6*,96,87,33,93
SNB-19,101,24,91,89,88,90
KM12,102,9.1*,93,93,72,93
SNB-75,89,12,87,80,nt,107
HT29,96,14,110,80,30,74
HCC-2998,nt,8.1*,106,96,85,91

19	c1cc2c3c(cccc3c1)NC1(CCCC1)N2
20	C#CCn1c(-c2nonc2N)nc2ccccc21
21	COc1ccc2c(c1)C(=O)CC(c1ccccc1)O2 (centres undefined)
22	COc1ccc(NC(=O)/N=c2\oc3c(C)cccc3cc2-c2cc3ccccc3[nH]2)cc1
23	CC(=O)c1cccc(N)c1
24	C=C(CNCCO)[C@@H]1CC[C@]2(CO)CC[C@]3(C)[C@H](CC[C@@H]4[C@@]5(C)CCC(NCCc6ccc(O)cc6)C(C)(C)[C@@H]5CC[C@]43C)[C@@H]12 (some centres undefined)
Screen / compound no.,19,20,21,22,23,24
SW-620,101,110,107,98,103,-75*
COLO 205,96,99,113,114,115,-84*
HCT-15,111,94,98,97,105,-88*
HCT-116,105,101,96,91,105,-94*
SNB-19,103,99,100,64,103,-73*
KM12,112,107,98,99,111,-81*
SNB-75,92,86,126,78,109,-98*
HT29,104,105,108,109,106,-69*
HCC-2998,113,96,97,98,104,-95*

25	O=C(CCCc1ccccc1)c1ccccc1
26	NCCCN1CCCC1
27	OCCNc1ccccc1
28	Nc1c(C(=O)Nc2ccncc2)sc2nc3c(cc12)CCCCCC3
29	Cc1nc(Nc2ccc(Br)cc2)sc1C(=O)O
30	C[C@]12CCc3nc(Nc4ccc(O)cc4)sc3C1=CC[C@@H]1[C@@H]2CC[C@]2(C)/C(=N/NC(N)=S)CC[C@@H]12
Screen / compound no.,25,26,27,28,29,30
SW-620,104,105,108,103,74,-62*
COLO 205,105,107,107,104,50,-40*
HCT-15,109,103,105,64,66,-48*
HCT-116,111,99,90,66,46,-81*
SNB-19,102,107,116,84,68,-13*
KM12,104,109,101,81,68,-65*
SNB-75,nt,89,91,84,51,-2.9*
HT29,110,nt,104,42,51,-48*
HCC-2998,101,92,105,94,nt,-18*

31	Cn1c(SCc2ccccn2)nc2c1c(=O)[nH]c(=O)n2C
32	CS(=O)(=O)c1ccc(-n2nc(C(=O)OCc3ccc(Br)cc3)cc2-c2ccc(Cl)cc2)cc1
33	C=C(C)[C@@H]1CC[C@]2(C#N)CC[C@]3(C)[C@H](CC[C@@H]4[C@@]5(C)Cc6c([nH]c7ccccc67)C(C)(C)[C@@H]5CC[C@]43C)[C@@H]12
34	COC(=O)C12[C@H]3C(=O)N(c4ccc(C)cc4)C(=O)[C@H]3[C@@H](c3ccc(C)s3)N1[C@H](c1ccc(C)s1)[C@@H]1C(=O)N(c3ccc(C)cc3)C(=O)[C@@H]12
35	Cn1cnc([N+](=O)[O-])c1Cl
36	Cc1ccc(S(=O)(=O)NNc2ccc(-c3ccccc3)nn2)cc1
Screen / compound no.,31,32,33,34,35,36
SW-620,111,nt,96,108,99,104
COLO 205,128,117,102,101,112,114
HCT-15,98,84,106,99,100,99
HCT-116,102,83,99,93,102,103
SNB-19,103,88,101,89,114,94
KM12,120,101,95,110,122,100
SNB-75,95,84,113,82,nt,74
HT29,104,89,91,107,87,109
HCC-2998,105,105,97,110,104,107

An excerpt from above, showing only HCC-2998, HCT-116 and SW-620:
no.	mol	HCC-2998	HCT-116	SW-620
7	CCOC(=O)CC(C#N)C(=O)OCC (centres undefined)	103	99	106
8	COc1cc(/C=C2\CN(S(=O)(=O)c3ccc(C)cc3)C/C(=C\c3cc(CN4CCCC4)c(O)c(OC)c3)C2=O)cc(CN2CCCC2)c1O	-90*	-92*	-68*

Screen by screen, from the results shown.
Nos. 31–36 in HCT-116: 102, 83, 99, 93, 102, 103
Nos. 31–36 in SNB-75: 95, 84, 113, 82, nt, 74

(further entries)
37	CCOC(=O)/C=C/C(=O)Nc1ccc(C(=O)O)c(O)c1
38	O=C(CN1CCN(c2cc(=O)[nH]c3ccc(F)cc23)CC1)Nc1nc(-c2ccc(Cl)cc2)cs1
39	CC(C)C1OCC(C)(C)CO1
40	Cc1ccc2nc(COc3ccc(C(=O)NNC(=O)Nc4ccc(Cl)c(Cl)c4)cc3)[nH]c2c1
41	COc1cc2oc(-c3cccc(NC(=O)[C@@H](NC(=O)[C@@H](N)C(C)C)C(C)C)c3)cc(=O)c2c(OC)c1OC
42	CCOc1ccc2nc(NC(=O)CSc3nnc(-c4cccnc4Nc4cc(OC)c(OC)c(OC)c4)n3CC)sc2c1
Screen / compound no.,37,38,39,40,41,42
SW-620,114,70,105,56,114,113
COLO 205,101,74,104,134,117,119
HCT-15,119,52,100,97,91,97
HCT-116,108,69,101,62,90,95
SNB-19,104,69,104,33,88,90
KM12,108,74,105,71,96,101
SNB-75,96,69,96,143,104,88
HT29,103,65,96,109,110,110
HCC-2998,107,86,90,101,109,110

Four of these compounds in another layout:
entry	Molecule	SW-620	COLO 205	HCT-15	HCT-116	SNB-19	KM12	SNB-75	HT29	HCC-2998
41	COc1cc2oc(-c3cccc(NC(=O)[C@@H](NC(=O)[C@@H](N)C(C)C)C(C)C)c3)cc(=O)c2c(OC)c1OC	114	117	91	90	88	96	104	110	109
40	Cc1ccc2nc(COc3ccc(C(=O)NNC(=O)Nc4ccc(Cl)c(Cl)c4)cc3)[nH]c2c1	56	134	97	62	33	71	143	109	101
39	CC(C)C1OCC(C)(C)CO1	105	104	100	101	104	105	96	96	90
42	CCOc1ccc2nc(NC(=O)CSc3nnc(-c4cccnc4Nc4cc(OC)c(OC)c(OC)c4)n3CC)sc2c1	113	119	97	95	90	101	88	110	110

(listing goes on)
43	CN1CCN(c2ccc(Nc3nc(NCCNS(=O)(=O)c4ccc5ccccc5c4)c4sccc4n3)cc2)CC1
44	c1ccc2c(-c3nonc3-c3c[nH]c4ccccc34)c[nH]c2c1
45	CCCC(=O)NC1CCCCC1
46	CCCCOC1CCS(=O)(=O)C1 (centres undefined)
47	CC(C)=CC(=O)CC(=O)C(=O)Nc1ccc(Cl)c(Cl)c1
48	COc1ccc(C2=NN(C(C)=O)C(c3ccc(N4CCN(Cc5ccccc5)CC4)cc3)C2)cc1 (centres undefined)
Screen / compound no.,43,44,45,46,47,48
SW-620,35,92,104,101,97,102
COLO 205,13,95,112,112,105,108
HCT-15,8.0*,66,107,103,108,84
HCT-116,15,74,105,98,99,91
SNB-19,91,99,109,nt,108,87
KM12,87,61,117,101,108,94
SNB-75,78,65,109,114,94,94
HT29,8.6*,92,95,101,106,92
HCC-2998,72,88,108,111,103,93

49	C[C@]12CC[C@@H]3c4cc(OC(F)F)c(O)cc4CC[C@H]3[C@@H]1CC[C@@H]2OS(N)(=O)=O
50	O=C(OC[C@@]1(O)C(=O)C=C[C@H]2[C@@H]1[C@H]1C=C[C@@H]2C(=O)[C@]1(O)COC(=O)c1ccccc1)c1ccccc1
51	CCC1S(=O)(=O)OCCOS1(=O)=O
52	N=C(N)c1ccncc1
53	O=c1[nH]c2ccc(I)cc2c(=O)n1O
54	CCCCc1ccc(O)c(CN(CC)CC)c1
Screen / compound no.,49,50,51,52,53,54
SW-620,31,99,102,105,94,107
COLO 205,11,97,114,93,106,113
HCT-15,27,97,103,104,102,108
HCT-116,30,96,106,100,104,103
SNB-19,51,nt,94,107,94,93
KM12,19,98,98,103,101,106
SNB-75,-8.1*,81,90,99,61,nt
HT29,19,99,112,97,109,88
HCC-2998,47,111,109,97,104,106

55	COc1ccc(-c2nc3ncccn3c2-c2nc3ccc(F)cc3[nH]2)cc1
56	O=[N+]([O-])c1ccccc1NCSc1ccc(Cl)cc1
57	N#Cc1cc(-c2nc3ccccc3s2)c(=O)n(NS(=O)(=O)c2ccc(Cl)cc2)c1N
58	COc1ccc(-c2nc(SCCC(C)C)nc(N3CCCCC3)c2C#N)cc1
Screen / compound no.,55,56,57,58
SW-620,104,101,98,101
COLO 205,107,116,122,95
HCT-15,99,90,103,92
HCT-116,101,84,98,74
SNB-19,103,103,102,100
KM12,96,79,102,105
SNB-75,84,87,63,90
HT29,92,108,109,86
HCC-2998,99,84,111,113

Source: PubChem
